# IMP-1 inhibitor = inhibitors of Pseudomonas aeruginosa IMP-1 metallo-beta-lactamase | 290,000 compounds, 0.45% hits | purified IMP-1, nitrocefin hydrolysis, epi-absorbance fluorescence | inhibition, % at 5.6 µM | AID 1556;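 active = inhibition above the mean plus 3 SD of all compounds in the same screening run, cut at about 4.5% in these data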;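 note: 0% = IMP-1 with DMSO and 100% = DMSO wells lacking enzyme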
#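 system = purified recombinant IMP-1 beta-lactamase | amount = 0.2 nM IMP-1, as dispensed | medium = HEPES buffer pH 7.1 with ZnSO4 and Brij 35 | times = 25 °C, 15 min preincubation, 25 min reaction | detection = plate fluorescence quenching by hydrolysis product, ex 480/em 530 nm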
# p-CIP stab down = p/CIP protein destabilization. Q05BA5. F442A p/CIP-EGFP cells, EGFP fluorescence, 16 h. decrease of EGFP signal, % at 10 µM. AID 1984. 290,000 compounds, 0.01% hits;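 active = EGFP signal decrease of at least 30% at 10 µM or well 3 SD below plate mean, unless failing retest; inactive = the rest, including hits failing retest or dose response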; note: some compounds called inactive have numbers as strong as hits; many of its hits are not listed in these tables
# NS3 helicase inh = HCV NS3 helicase inhibition. NS3 helicase DNA unwinding, Cy5 molecular beacon fluorescence. inhibition, % at 10.9 µM. 290,000 compounds, 0.56% hits. AID 1800;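 active = inhibition above the mean of all tested compounds plus 3 SD, set per campaign, cut at about 35% in these data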;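 note: 0% = DMSO wells and 100% = thioflavine S control wells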
#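 Assay system: hepatitis C virus NS3 helicase domain fragment enzyme. Also added: annealed dual-labelled DNA beacon duplex, ATP-started. Timing: 1 h reaction at 25 °C, ATP-initiated. Technique: Cy5 fluorescence at 0 and 60 min, beacon hairpin quenching. Evaluation: % inhibition of unwinding. Replication: one well per compound.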
# VIM-2 inh = blocks Pseudomonas aeruginosa VIM-2 metallo-beta-lactamase | purified VIM-2, nitrocefin hydrolysis, epi-absorbance fluorescence | AID 1527 | inhibition, % at 5.6 µM | 290,000 compounds, 0.89% hits;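 active = inhibition above the mean of all tested compounds plus 3 SD, cutoff set per screening run, cut at about 7.5% in these data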;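 note: red hydrolysis product quenches plate fluorescence so inhibitors raise well fluorescence; 0% = enzyme with DMSO and 100% = DMSO without enzyme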
# UBC9 SUMO inh = blocks human SUMOylation mediated by UBC9; HTRF SUMOylation assay, SAE1/SAE2 + UBC9, in vitro; inhibition, % at 35 µM; 290,000 compounds, 0.36% hits; in the data active = inhibition above about 50%, passing the limit was not always enough; note: strong numbers were not always called active
# IDE inh = inhibitors of human insulin-degrading enzyme in cells; P14735; HEK cells, FAbetaB cleavage, fluorescence polarization; inhibition, % at 5.59 µM; 320,000 compounds, 0.41% hits;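 active = percent inhibition above the average of all tested compounds plus 3 SD, set per screening campaign, cut at about 16% in these data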;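 note: IDE supplied by intact live HEK cells; FP after avidin binding of uncleaved biotin substrate so inhibition keeps polarization high; 0% = DMSO wells and 100% = 60 µM reference IDE inhibitor Ii1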
# Target sequence (P14735 whole entry, looked up): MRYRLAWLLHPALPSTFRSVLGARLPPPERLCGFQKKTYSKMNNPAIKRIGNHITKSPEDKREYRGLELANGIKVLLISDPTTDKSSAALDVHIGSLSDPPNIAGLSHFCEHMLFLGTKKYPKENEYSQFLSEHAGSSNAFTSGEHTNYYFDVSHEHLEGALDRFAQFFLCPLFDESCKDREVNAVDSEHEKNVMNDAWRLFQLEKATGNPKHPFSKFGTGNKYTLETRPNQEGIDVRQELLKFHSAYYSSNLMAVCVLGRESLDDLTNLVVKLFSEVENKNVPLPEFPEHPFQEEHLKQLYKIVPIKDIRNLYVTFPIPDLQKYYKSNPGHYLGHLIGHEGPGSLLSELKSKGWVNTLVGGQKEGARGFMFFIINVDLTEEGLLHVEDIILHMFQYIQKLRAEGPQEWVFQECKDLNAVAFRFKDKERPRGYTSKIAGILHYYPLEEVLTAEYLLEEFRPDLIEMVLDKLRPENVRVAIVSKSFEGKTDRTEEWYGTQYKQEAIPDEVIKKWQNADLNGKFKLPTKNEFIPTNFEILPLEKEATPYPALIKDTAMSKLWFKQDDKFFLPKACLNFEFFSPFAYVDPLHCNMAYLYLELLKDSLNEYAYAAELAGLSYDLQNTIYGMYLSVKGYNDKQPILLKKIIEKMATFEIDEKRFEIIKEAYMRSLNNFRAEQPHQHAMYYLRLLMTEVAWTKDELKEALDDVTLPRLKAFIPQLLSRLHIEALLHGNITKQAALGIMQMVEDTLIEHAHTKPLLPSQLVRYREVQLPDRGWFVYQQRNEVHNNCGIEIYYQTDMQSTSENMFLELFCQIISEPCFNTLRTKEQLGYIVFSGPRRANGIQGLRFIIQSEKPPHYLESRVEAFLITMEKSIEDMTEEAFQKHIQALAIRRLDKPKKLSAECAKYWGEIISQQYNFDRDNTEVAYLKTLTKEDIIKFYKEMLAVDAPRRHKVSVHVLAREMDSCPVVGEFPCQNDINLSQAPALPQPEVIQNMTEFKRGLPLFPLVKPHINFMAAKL
# DNA FID counter = fluorescent intercalator displacement, NS3 helicase counter-screen | AID 1845 | inhibition, % at 7.9 µM | DNA fluorescent intercalator displacement, fluorescence | 290,000 compounds, 0.17% hits; in the data active = inhibition above about 37%;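 note: 0% = vehicle and 100% = reference compound; higher means more ethidium bromide displaced from hairpin DNA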
# IDE act = boosts human insulin-degrading enzyme activity in HEK cells; P14735; FAbeta-B cleavage, fluorescence polarization; 0% vehicle, 100% cell-free pure enzyme wells; activation, % at 5.96 µM; 340,000 compounds, 0.073% hits; AID 493087;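 active = activation above the mean of all tested compounds plus 3 SD, set per screening campaign, cut at about 17% in these data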
# PfM18AAP inh = PfM18AAP enzyme inhibition; recombinant PfM18AAP, H-Glu-NHMec fluorogenic cleavage; inhibition, % at 7.35 µM; 290,000 compounds, 1.2% hits; AID 1822;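 active = inhibition above the campaign mean inhibition over all tested compounds plus 3 SD, cut at about 28% in these data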;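 note: 0% = plate median of test compound wells and 100% = 2 mM ZnCl2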
# * marks the source's active call; other numbers are inactive results; x = no result given.
SMILES,IMP-1 inhibitor,p-CIP stab down,NS3 helicase inh,VIM-2 inh,UBC9 SUMO inh,IDE inh,DNA FID counter,IDE act,PfM18AAP inh
Cc1ccc(-n2nc3c(c2NC(=O)c2ccc4c(c2)OCO4)CSC3)c(C)c1,-1.8,6,5,-3.8,18,2,0,5,-9
Cc1ccc(NC2Sc3ccccc3NC2=O)cc1Cl (configuration not stated),-3.9,-14,-11,-1.1,-4,-2,1,-9,5
CC/C(=N/NC(=O)c1ccc(Br)cc1)c1ccc(OCCN2CCOCC2)cc1,-3.1,-5,-11,-2.8,22,1,-4,0,2
Nc1cccc(NC(=O)c2cccs2)c1,-6.5,-14,-5,-2.8,-3,4,0,4,-1
CSc1ccc(CNCc2ccc3c(c2)OCO3)cc1,-0.4,0,-12,-3.9,10,-2,4,4,-2
C(=N\Nc1nc(-c2cccnc2)nc2ccccc12)/c1ccccc1,-3.0,2,-18,-3.4,7,5,-14,x,0
COc1cccc(N2C(=NC(=O)c3ccccc3)SC3CS(=O)(=O)CC32)c1 (configuration not stated),-2.3,-13,1,-2.7,7,-5,-13,4,-5
COc1ccccc1CNC(=O)CN(C)CC(=O)Nc1cccc(F)c1,-1.3,9,-2,-2.9,3,-7,-13,0,-1
Cn1c(SCC(=O)NCC2CCCO2)nc2c(c1=O)SCC2 (configuration not stated),-2.5,9,2,-3.8,6,1,-3,3,1
CCN1CCN(C(=O)c2cc3c(=O)n4ccccc4nc3s2)CC1,-1.6,0,0,12*,31,-2,-3,2,-10
COC(=O)Oc1c(Br)c(=O)oc2ccccc12,-4.0,x,3,-3.9,x,-1,9,5,-5
O=[N+]([O-])c1ccc(-c2nnc3cccc(Cl)n23)cc1,2.4,0,1,-1.0,-11,-3,2,5,3
COC(=O)C(NC(=O)C(C)Oc1ccccc1)C(C)C (configuration not stated),-1.9,-14,2,-2.0,14,0,-2,2,-2
Cc1ccc(O)c(NC(=O)c2ccco2)c1,-1.3,5,3,-1.9,-22,1,2,-1,-8
O=C(Nc1nc(-c2ccccc2)ns1)c1cccs1,0.6,-5,-12,-0.9,2,3,0,-1,-8
CC(=O)N(Cc1cc2c(C)cc(C)cc2[nH]c1=O)C1CCCCC1,-0.1,-26,0,-1.2,13,2,-34,0,-4
COc1ccccc1NC(=O)CSc1n[nH]c(-c2cccnc2)n1,-1.0,-14,2,1.9,14,4,-2,-7,-4
O=C(NC(=O)c1ccc(Cl)cc1)Nc1cc(N2CCCCC2)ncn1,-3.4,x,1,-2.0,x,1,-1,-1,4
COCCNC(=S)NC1CC2CCC(C1)N2Cc1ccccc1 (configuration not stated),-1.8,-13,11,-3.2,11,6,4,3,4
COc1ccc(NC(=O)CSc2nnc(Cn3cnc([N+](=O)[O-])n3)n2C)cc1,-2.4,4,-2,-0.8,-4,3,5,4,4
O=C(C1CCN(C2CC(=O)N(Cc3ccccc3)C2=O)CC1)N1CCCCCC1 (configuration not stated),-3.8,-9,3,-3.6,0,1,-29,4,-20
CCCNC(=O)CC1C(=O)N(Cc2ccccc2)C(C)c2nc3ccccc3n21 (configuration not stated),-3.4,10,1,-2.6,15,3,-8,0,-3
CCN(CC)C(=O)Cn1cnc2ccccc2c1=O,-3.1,5,-3,-0.8,16,-4,0,-4,-16
Cc1cc2occ(CC(=O)N(C)CC(=O)Nc3cccc(F)c3)c2cc1C,-1.6,-15,-16,-1.0,-3,4,-14,3,-1
CC(C)N1CCc2c(sc(NC(=O)c3ccc(S(=O)(=O)N4CCOCC4)cc3)c2C#N)C1,-1.9,-41,-3,0.6,21,0,1,-5,3
Cc1ccc(C(=O)Nc2ccc(N3CCN(C(=O)c4cccs4)CC3)cc2)c(Cl)c1,-1.2,-10,16,-2.9,5,12,-39,0,-9
COc1ccc(NC(=O)CCCCCn2nnc3ccccc3c2=O)cc1,-3.0,-13,-4,-2.6,7,x,-28,1,10
Cc1ccc(C)c(N2CCN(S(=O)(=O)c3c(C)noc3C)CC2)c1,-2.2,-2,0,-1.7,7,3,-33,0,-5
CC1=NN(C(N)=S)C(=O)C1N=Nc1cccc([N+](=O)[O-])c1 (configuration not stated),-4.6,4,5,-2.5,-11,-1,2,4,10
CCOC(=O)c1ccc(Nc2nc(C)cc(C)n2)cc1,-3.4,-17,4,-2.2,10,x,-5,2,3
CS(=O)(=O)N(Cc1ccc(C(=O)NN=C2CCCC2)cc1)c1ccccc1,-3.6,4,-6,-0.6,-14,2,-13,0,-3
Cc1ccc(S(=O)(=O)n2c(CN3CCCC(C)C3)nc3ccccc32)cc1 (configuration not stated),-0.5,-10,-5,-0.5,-8,-2,-3,3,3
COc1ccc2[nH]c3c(N4CC(C)OC(C)C4)ncnc3c2c1 (configuration not stated),-0.1,-2,-2,-0.4,26,17*,-10,x,4
O=C(Nc1ccc([N+](=O)[O-])cc1)C1COc2ccccc2O1 (configuration not stated),-0.9,-14,3,0.3,3,-3,4,5,-1
CCCNC(=O)c1ccc(N2CCC3(CC2)CC(c2ccccc2)=NO3)c(N)c1,1.9,-1,20,2.6,-1,9,-34,7,6
Cn1cc(CN2CCCC(C(=O)c3ccc(-c4ccccc4)c(F)c3)C2)cn1 (configuration not stated),0.3,-2,-18,0.9,6,-1,14,-1,-4
Nc1nnc(SCC(=O)N2CCN(c3cccc(Cl)c3)CC2)n1-c1ccccc1,-2.2,x,6,-2.7,x,4,-35,4,7
COC(=O)c1cc(S(=O)(=O)N2CCOCC2)c(Cl)cc1N1CCOCC1,-5.4,-2,-6,-4.5,-7,0,-2,2,-7
N#CC1=C(N)SC2(CCCCC2)SC1c1ccccc1 (configuration not stated),-5.4,1,-1,-6.5,-14,-2,-2,-5,0
O=C(CNC(=O)C1CCCCC1)NNC(=O)c1ccc(Cl)cc1Cl,-1.2,-8,-10,-4.4,-2,-3,-12,6,7
COc1ccc(Cl)cc1NCCC(O)c1ccc(F)cc1 (configuration not stated),-2.5,-2,32,-4.0,-10,8,-11,0,22
Cc1cc(C(=O)Nc2ccccc2)oc1C,-4.7,-11,14,-3.1,4,-2,-14,-4,10
CCOC(=O)N(NC(=O)C(O)(C(C)C)C(C)C)c1ccccc1,-0.1,-2,9,-3.0,-6,-1,-2,0,-1
N/C(=N\OS(=O)(=O)c1ccccc1)c1ccncc1,-2.8,-17,-23,-2.3,13,3,1,2,4
CCCN(CCO)Cc1ccc(Cl)c(Cl)c1,-0.3,1,-3,-3.2,3,-1,4,4,1
CCOc1ccccc1NC(=O)COn1nnc2ccc(Cl)cc21,-0.1,-10,-2,-1.0,15,8,-12,-6,-5
O=C(NCC1CCCO1)C1CCC(=O)N1CCc1ccccc1 (configuration not stated),-0.3,-25,-10,-0.8,13,3,1,5,-7
CC(C)(C)N1NC2(CCCCC2)NC1=S,-1.3,-1,12,-0.2,24,0,-3,0,1

# Five of the entries above in order of their number in IMP-1 inhibitor, descending.
Structure | IMP-1 inhibitor
CCOC(=O)N(NC(=O)C(O)(C(C)C)C(C)C)c1ccccc1 | -0.1
O=C(CNC(=O)C1CCCCC1)NNC(=O)c1ccc(Cl)cc1Cl | -1.2
Nc1nnc(SCC(=O)N2CCN(c3cccc(Cl)c3)CC2)n1-c1ccccc1 | -2.2
Cc1cc(C(=O)Nc2ccccc2)oc1C | -4.7
N#CC1=C(N)SC2(CCCCC2)SC1c1ccccc1 (configuration not stated) | -5.4

# Next part:
SMILES,IMP-1 inhibitor,p-CIP stab down,NS3 helicase inh,VIM-2 inh,UBC9 SUMO inh,IDE inh,DNA FID counter,IDE act,PfM18AAP inh
Cc1cccc(/C(N)=N/OC(=O)c2cccnc2)c1,0.2,-9,3,-5.7,2,3,-1,-5,-3
COC(=O)C1(CCSC)NC(c2ccccc2F)C2C(=O)N(c3ccc4c(c3)OCCO4)C(=O)C21 (configuration not stated),-3.1,-5,-1,-0.9,1,-2,-36,7,-3
Cc1ccc(NC(=O)N(CCCN2CCOCC2)Cc2cccs2)cc1C,-3.3,-5,-3,-4.2,-15,0,10,2,-1
C/C(CC(=O)Nc1cccc(C(F)(F)F)c1)=N\NC(=O)Cc1ccccc1,-3.0,-5,1,-2.8,0,7,-7,0,-6
O=C(COc1ccc(Cl)cc1)N1CCN(C(=O)c2cccc(F)c2)CC1,-4.3,-5,8,-1.9,18,7,-16,-2,-6
C/C(=N\NC(=O)c1c(C)nc2ccccn12)c1ccc(C(C)(C)C)cc1,-2.4,-21,-4,-5.4,10,3,-17,-6,-1
CCC(C)(C)C1CCC2(CC1)NC(=O)N(CC(=O)Nc1cc(C(F)(F)F)ccc1N1CCOCC1)C2=O (configuration not stated),-1.1,-5,-5,0.8,4,4,-13,0,4
N/C(=N\OC(=O)c1ccc2c(c1)OCO2)c1ccc([N+](=O)[O-])cc1,-0.7,-13,-4,1.6,5,5,2,7,-5
CCC(=O)NCc1c(Cl)cccc1-n1cccc1,1.8,9,4,0.9,-5,6,-1,-4,14
Oc1ccc(Br)cc1-c1cc(-c2ccccc2)n[nH]1,-7.0,-7,-10,-6.4,14,-4,0,5,2
COc1ccc(F)cc1C(=O)C1CCCN(C(=O)CCc2ccccn2)C1 (configuration not stated),-3.9,-1,2,1.8,-1,-1,-14,7,2
COc1ccc(CCNC(=O)c2cc(-c3cc(Cl)ccc3O)n[nH]2)cc1OC,-2.7,-12,-4,-6.1,-3,4,-25,1,1
Cc1cc(C)c2c(N)c(C(=O)c3ccc(Cl)cc3Cl)sc2n1,-3.6,-2,5,-2.4,0,1,-1,3,-1
CC(C)(C)CN1CCN(Cc2cccnc2)CC1CCO (configuration not stated),-3.8,-6,1,-1.3,6,-2,0,0,4
O=C(NCc1ccco1)c1ccc([N+](=O)[O-])o1,-3.1,12,-6,-0.3,5,1,-3,2,3
CCOC(=O)C1CCN(S(=O)(=O)c2ccc3c(c2)CCCN3C(C)=O)CC1,x,-2,x,x,12,0,x,2,x
O=[N+]([O-])c1ccc(N2CCN(S(=O)(=O)c3ccccc3)CC2)cc1,0.1,-10,-2,1.1,16,2,-4,1,-9
CN(C)CCNC(=O)Cn1ccc2cc(S(=O)(=O)N3CCCCCC3)ccc21,-1.7,2,-4,-1.1,8,3,13,0,2
Cc1noc(N)c1C(=O)Nc1ccccc1F,-1.5,-5,0,-1.6,11,-1,5,4,0
Cc1nnc(C)n1/N=C/c1ccc2c(c1)OCCO2,-3.8,-15,0,-2.0,6,-4,-1,4,-1
O=C(CSc1nc2ccc(Cl)cc2[nH]1)c1ccc2c(c1)OCO2,-3.6,1,-8,-2.6,-20,-4,7,-3,-9
S=C(NCCNCc1ccccc1)NC1CCCCC1,-3.7,-11,-6,-2.5,7,0,-6,x,-2
